KCNK3 block: human KCNK3 channel inhibition, primary screen | O14649 | CHO-KCNK3 thallium flux, FluxOR fluorescence; active compounds read low | B-score at 10 µM | 0.84% of 340,000 active | AID 602410;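 active means B-score under library mean minus 4 SD, starting fluorescence ratio at most library mean plus 5 SD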;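 further: more negative B-score means stronger inhibition of thallium flux through KCNK3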
Target sequence (O14649 whole entry, looked up): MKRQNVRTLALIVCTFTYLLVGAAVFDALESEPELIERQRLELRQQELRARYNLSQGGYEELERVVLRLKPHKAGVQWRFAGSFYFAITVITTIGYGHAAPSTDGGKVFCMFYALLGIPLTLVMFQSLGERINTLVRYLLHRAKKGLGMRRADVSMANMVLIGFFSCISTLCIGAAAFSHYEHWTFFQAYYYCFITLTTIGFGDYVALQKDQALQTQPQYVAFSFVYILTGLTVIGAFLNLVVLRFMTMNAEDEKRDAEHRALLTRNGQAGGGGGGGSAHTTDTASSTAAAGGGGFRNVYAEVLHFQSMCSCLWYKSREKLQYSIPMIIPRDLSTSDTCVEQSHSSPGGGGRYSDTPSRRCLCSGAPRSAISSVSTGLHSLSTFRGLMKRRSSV
RGS4 pot: potentiators or activators of RGS4; AID 463111; 0.92% of 310,000 active; HEK293 M3R/inducible RGS4, carbachol calcium flux Fluo4; active compounds read low; B-score at 10 µM;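 active means B-score of the integrated calcium signal more than 4 SD below the library mean, with starting fluorescence not abnormally high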;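 further: negative B-score means reduced calcium response which marks RGS4 activation or potentiation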
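test system = M3R-expressing HEK293 line, RGS4 induced by doxycycline | probe or stimulus = carbachol at ECmax as muscarinic agonist stimulus | timing = dye loading 30 min 37 °C, buffer rest 30 min RT | signal = calcium dye Fluo4 fluorescence | evaluation = B score from integrated fluorescence ratio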
ANO1 block: blocks the mouse calcium-activated chloride channel TMEM16A; HEK293 TMEM16A/YFP iodide influx fluorescence, ionomycin; normalized B-score (activity score, 25-100; higher = stronger inhibition) at 10 µM; 1.2% of 310,000 active;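 active means ratio plate-corrected score three or more library SD toward inhibition, starting fluorescence score within five deviations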;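 further: score derived from kinetic fluorescence span divided by baseline fluorescence per well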
KCNK9 block: blocks the human KCNK9 two-pore domain potassium channel; B-score at 10 µM; 1.2% of 310,000 active; Q9NPC2; HEK293 KCNK9, FluxOR thallium flux fluorescence; active compounds read low; AID 488922;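 active means ratio B-score over 3 SD below the library mean, with starting fluorescence within 5 SD of its mean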;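 further: negative B-score means less thallium flux so channel inhibition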
HDAC3 inh: blocks human histone deacetylase 3; O15379; recombinant HDAC3, fluorogenic peptide/trypsin coupled, fluorescence; inhibition, % at 8.3 µM; 0.15% of 320,000 active; AID 2718; in the data active means inhibition above about 26%, passing the limit was not always enough; inconclusive means no clear call, values can overlap the other calls
Target sequence (O15379 whole entry, looked up): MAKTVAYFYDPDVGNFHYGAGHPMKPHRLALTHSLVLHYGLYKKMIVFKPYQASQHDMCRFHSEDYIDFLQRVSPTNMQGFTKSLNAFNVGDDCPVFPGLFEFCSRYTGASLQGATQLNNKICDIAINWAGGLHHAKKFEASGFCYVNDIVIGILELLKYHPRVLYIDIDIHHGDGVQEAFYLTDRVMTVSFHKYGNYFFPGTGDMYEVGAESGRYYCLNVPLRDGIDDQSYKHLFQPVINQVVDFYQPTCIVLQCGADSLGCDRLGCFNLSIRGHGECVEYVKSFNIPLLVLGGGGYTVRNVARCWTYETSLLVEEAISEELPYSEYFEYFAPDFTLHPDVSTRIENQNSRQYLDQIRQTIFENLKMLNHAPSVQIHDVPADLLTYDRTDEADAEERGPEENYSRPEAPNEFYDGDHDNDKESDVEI
KCNQ1 pot: potentiates or activates the human KCNQ1 potassium channel; P51787; CHO-K1 KCNQ1, thallium flux FluxOR fluorescence; active compounds read high; B-score at 10 µM; 0.35% of 310,000 active;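 active means fluorescence ratio B-score, a plate-corrected score, at least three library SD, with initial intensity B-score within 5 SD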
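Assay system: CHO-K1 cells stably expressing KCNQ1. Medium: assay buffer for compound exposure, DMSO matched across wells. Timing: 37 °C overnight plating, 90-min dark dye load, 20-min compound pretreatment. Signal: kinetic FluxOR fluorescence, 10 s baseline plus 110 s post-stimulus.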
ANO1 activ: activators or potentiators of mouse TMEM16A chloride channel; AID 623877; B-score at 10 µM; HEK293 TMEM16A/YFP-H148Q/I152L, iodide quench fluorescence; active compounds read low; Q8BHY3; 0.3% of 340,000 active;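 active means fluorescence-ratio B-score plate-corrected deviation score at least 3 library SD below zero, with starting fluorescence score within 5 deviations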;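 further: channel opened by trigger with iodide after compound preincubation; score built on the fluorescence ratio of max minus min over baseline; more negative score means more quench and so TMEM16A activation or potentiation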
hERG rescue: compounds protecting human hERG from proarrhythmic drug block; Q12809; activation (rescue from dofetilide block), less the hit threshold, % at 10 µM; CHO-hERG, FluxOR thallium flux, dofetilide IC70 present; AID 1511; 0.51% of 310,000 active;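 active means activation above the mean of controls blocked by dofetilide plus 5 SD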;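 further: thallium influx through hERG after potassium depolarization seen as dye fluorescence rise; in these data hits start at about 4.7%; inactives centre near -7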
KCNQ1 inh: human KCNQ1 channel inhibition; CHO-K1 KCNQ1, FluxOR thallium flux fluorescence; active compounds read high; B-score at 10 µM; 1.3% of 310,000 active; AID 2642;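 active means compounds whose thallium flux B-score, printed positive for inhibition, exceeds three library SD while starting fluorescence stays within three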;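 further: channel opened by potassium depolarization with thallium stimulus after 20 min compound exposure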
SKKanGAS inh: inhibitors of SKKanGAS S. pyogenes growth in kanamycin (SK-promoter or general growth effect); BacTiter-Glo, 6 h; inhibition, % at 7.5 µM; 1.3% of 300,000 active; AID 1662;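 active means mean replicate score, as percent of positive control median, at least 50; inconclusive means mean below 50 but one replicate at or above 50; inactive means mean and every replicate below 50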;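 further: strain carries kanamycin resistance gene driven by streptokinase promoter and grows in 40 µg/ml kanamycin; loss of luminescence reflects streptokinase promoter inhibition or plain growth inhibition; 0% = median of DMSO wells and 100% = positive control at its reference dose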
RGS4 block: human RGS4 inhibition; 0.45% of 310,000 active; B-score at 10 µM; AID 463165; P49798; HEK293 M3R/RGS4 inducible, Fluo-4 calcium flux; active compounds read high; triggered by carbachol at its EC20;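 active means B-score, a plate-corrected calcium signal, over three deviations above library mean, with baseline fluorescence within five deviations of library mean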;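 further: RGS4 expression induced by doxycycline in cells with stable M3 receptor; B-score is computed from the integrated fluorescence ratio over baseline after carbachol; higher B-score means a larger calcium signal and so more RGS4 inhibition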
Target sequence (P49798 whole entry, looked up): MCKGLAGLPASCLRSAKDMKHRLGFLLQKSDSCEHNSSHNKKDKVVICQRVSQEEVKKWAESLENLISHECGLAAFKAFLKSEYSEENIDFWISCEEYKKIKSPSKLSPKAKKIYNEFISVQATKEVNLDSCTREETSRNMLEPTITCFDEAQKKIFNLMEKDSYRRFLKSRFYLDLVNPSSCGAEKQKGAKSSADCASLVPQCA
The depositor's hits bear a star; i = inactive; ? = inconclusive; nt = not tested or not shown. The order is random; overall some 6.3% were active at least once.

Every second line gives: SKKanGAS inh | KCNQ1 inh | KCNK3 block | RGS4 block | RGS4 pot | KCNQ1 pot | ANO1 block | hERG rescue | ANO1 activ | HDAC3 inh | KCNK9 block
CCN(CC)C(=O)Cn1cc(C(=O)C(=O)Nc2ccc3c(c2)OCCO3)c2ccccc21
    12 | i | i | i | i | i | i | -6 | i | 7 | i
COc1ccc2cc(C(=O)Nc3ccc(F)cc3)sc(=O)c2c1OC
    -8 | i | i | i | i | i | i | 1 | i | 3 | i
O=C(N/N=C/c1ccc(F)cc1)c1cc(-c2ccc3c(c2)OCO3)n[nH]1
    -1 | i | i | i | i | i | i | -3 | i | 3 | i
COc1cccc(-n2c(=O)c3c(C)c(C(=O)N(C)C)sc3n(CC(=O)NCC3CCCO3)c2=O)c1 (stereo not drawn)
    -3 | i | i | i | i | i | i | -9 | i | 1 | i
C/C(=N/NC(=O)CNC(=O)Cc1ccccc1)c1ccc(Cl)cc1
    0 | i | i | i | i | i | i | -6 | i | -2 | i
CN(Cc1ccccc1)C(=O)COc1cc(=O)n(C)c2ccccc12
    -2 | i | i | i | i | i | i | 0 | i | 4 | i
COC(=O)C1=C(N)Oc2c(oc(CO)cc2=O)C1c1c(F)cccc1Cl (stereo not drawn)
    -2 | i | i | i | i | i | i | -16 | i | 2 | i
COCCCN1C(=O)c2ccc(C(=O)N3CCN(c4ccc(OC)cc4)CC3)cc2C1=O
    -5 | i | i | i | i | i | i | -3 | i | -8 | i
Cc1ccc(S(=O)(=O)N2CCC(C(=O)N/N=C/c3cccnc3)CC2)cc1
    2 | i | i | i | i | i | i | -6 | i | -4 | i
O=C(CN(Cc1ccccc1)S(=O)(=O)c1ccc(F)cc1)NCCC1=CCCCC1
    10 | i | i | i | i | i | i | -8 | i | 3 | i
O=c1cc(N=Nc2ccc(Cl)cc2)[nH]c(=O)[nH]1
    97* | i | i | 17* | i | i | i | -2 | i | -8 | i
COc1cccc(C(=O)C2CCCN(C(=O)CCC3=NNC(=O)CC3)C2)c1 (stereo not drawn)
    -8 | i | i | i | i | i | i | -1 | i | 10 | i
O=C1CC(Sc2ncccn2)C(=O)N1c1ccccc1 (stereo not drawn)
    5 | i | i | i | i | i | i | -8 | i | -4 | i
Cc1ccc(C(CNS(=O)(=O)c2ccc(F)cc2C)N2CCN(C)CC2)cc1 (stereo not drawn)
    4 | i | i | i | i | i | i | -14 | i | 3 | i
COc1ccccc1NC(=S)NNC(=O)c1ccccc1
    6 | i | i | i | i | i | i | -9 | i | 7 | i
O=C(O)CN1C(=O)/C(=C\c2ccccc2OCc2ccc(F)cc2)SC1=S
    21 | i | i | i | i | i | i | -9 | i | 4 | i
Cc1ccc(-c2cc(C(=O)N3CC4(C)CC3CC(C)(C)C4)no2)cc1 (stereo not drawn)
    12 | i | i | i | i | i | i | -6 | i | -3 | i
CC1(CC(=O)N/N=C/c2cc3c(cc2Br)OCO3)OCCO1
    -2 | i | i | i | i | i | i | -9 | i | 8 | i
COc1cc(C(=O)NCCN2CCCC2)cc(OC)c1OC
    3 | i | i | i | i | i | i | -2 | i | -1 | i
CC(C)CCNC(=O)CCCCn1c(=O)[nH]c2ccsc2c1=O
    -7 | i | i | i | i | i | i | -7 | i | nt | i
COc1ccc(COc2ccccc2C(=O)Nc2ccccn2)cc1[N+](=O)[O-]
    -4 | i | i | i | i | i | i | -7 | i | -6 | i
Nc1ccc(-c2nc3ccc(N)cc3o2)cc1
    5 | i | i | i | i | i | i | -7 | i | -293 | i
O=C(NC(NCCCN1CCOCC1)(C(F)(F)F)C(F)(F)F)C1CCCCC1
    1 | i | i | i | i | i | i | -8 | i | -9 | i
CCCCOC(=O)C1[C@H]2C(=O)N(c3ccccc3CC)C[C@]23C=C[C@H]1O3 (stereo partly drawn)
    0 | i | i | i | i | i | i | -14 | i | 2 | i
CCCCCCn1cnc2c(oc3nc4c(cc32)CCCC4)c1=O
    -15 | i | i | i | i | i | i | -9 | i | 3 | i
CCC(C)(C)NC(=O)C(C(C)C)N(CC1CCCO1)C(=O)CNS(=O)(=O)c1ccccc1 (stereo not drawn)
    8 | i | i | i | i | i | i | -7 | i | 1 | i
Cc1ccc(NC(=O)CSc2nnnn2-c2cccnc2)c(C)c1
    5 | i | i | i | i | i | i | -3 | i | 0 | i
COc1ccc(C(=O)C2CCCN(C(=O)C3=CCCC3)C2)c(C)c1 (stereo not drawn)
    0 | i | i | i | i | i | i | -14 | i | -5 | i
Cc1cc(C)n2ncc(C(=O)NCc3cccnc3)c2n1
    -5 | i | i | i | i | i | i | -7 | i | -20 | i
O=C(NC1CCCCC1)c1ccc(CS(=O)Cc2ccccc2Cl)o1 (stereo not drawn)
    -1 | i | i | i | i | i | i | -7 | i | -4 | i
Nc1ccccc1S(=O)(=O)C(F)F
    11 | i | i | i | i | i | i | -10 | i | 6 | i
CCOC(=O)C1(Cc2ccccc2)CCN(Cc2cnn(C(C)C)c2)CC1
    -2 | i | i | i | i | i | i | -9 | i | 1 | i
Cc1ccccc1C(=O)c1c[nH]c(C(=O)NCCc2ccccn2)c1
    0 | i | i | i | i | i | i | 2 | i | -4 | i
COc1cc(C(=O)Nc2ccc3c(c2)C(=O)N(CCC(=O)O)C3=O)cc(OC)c1OC
    4 | i | i | i | i | i | i | -7 | i | 4 | i
CN(C1CCS(=O)(=O)C1)S(=O)(=O)c1ccccc1 (stereo not drawn)
    -4 | i | i | i | i | i | i | -8 | i | ? | i
COc1c(C)cc(S(=O)(=O)NCCN2CCOCC2)c(C)c1C
    13 | i | i | i | i | i | i | -4 | i | 0 | i
O=C(O)c1cc(NCc2ccccc2)ccc1N1CCOCC1
    -6 | i | i | i | i | i | i | -3 | i | -4 | i
Cc1nn(C)cc1/C=N/NC(=O)c1ccco1
    -2 | i | i | i | i | i | i | -7 | i | 0 | i
Cc1ccnc(NC(=O)c2ccc(Cl)cc2Cl)n1
    0 | i | nt | i | i | i | i | -7 | nt | -4 | i
Cc1ccccc1NC(=O)Cn1cccc1
    1 | i | i | i | i | i | i | -12 | i | -5 | i
COC(=O)c1ccc(N2C(=O)CC(N3CCOCC3)C2=O)cc1 (stereo not drawn)
    -3 | i | i | i | i | i | i | -7 | i | -9 | i
CC(=O)c1ccc(NC(=S)N(C)C2CCN(C)CC2)cc1
    -12 | i | i | i | i | i | i | -6 | i | 2 | i
Cc1ccc(CNCC(=O)Nc2ccc(C)cc2Br)cc1
    1 | i | i | i | i | i | i | -11 | i | 5 | i
Cc1ccc(/C=N/NC(=O)c2c[nH]c3ccccc23)s1
    -2 | i | i | i | i | i | i | -7 | i | 6 | i
C1CCN=C(NC23CC4CC(CC(C4)C2)C3)CC1
    9 | i | nt | i | i | i | i | -9 | nt | -2 | i

Look-ups from the entries so far.
COC(=O)c1ccc(N2C(=O)CC(N3CCOCC3)C2=O)cc1 (stereo not drawn) @ hERG rescue: -7
CN(C1CCS(=O)(=O)C1)S(=O)(=O)c1ccccc1 (stereo not drawn) @ SKKanGAS inh: -4
O=C(O)c1cc(NCc2ccccc2)ccc1N1CCOCC1 @ SKKanGAS inh: -6

Later entries
Every second line gives: SKKanGAS inh | KCNQ1 inh | KCNK3 block | RGS4 block | RGS4 pot | KCNQ1 pot | ANO1 block | hERG rescue | ANO1 activ | HDAC3 inh | KCNK9 block
O=C(Nc1ccccc1O)c1ccc2c(c1)C(=O)N(Cc1ccco1)C2=O
    nt | i | i | i | i | i | i | -21 | i | 41* | i
O=C(N/N=C\c1c(F)c(F)c(F)c(F)c1F)c1ccc(-c2ccccc2)cc1
    -1 | i | i | i | i | i | i | -13 | i | nt | i
CCc1cc(=O)[nH]c(SCC(=O)N2CCCC2)n1
    -12 | i | i | i | i | i | i | -11 | i | -2 | i
Nn1c(Cc2cccc3ccccc23)nnc1SCc1ccccc1Cl
    -5 | i | i | i | i | i | i | -10 | i | -6 | i
Cc1ccc(S(=O)(=O)N(CC(=O)O)Cc2ccco2)cc1
    -8 | i | i | i | i | i | i | -7 | i | 0 | i
COc1ccc([C@H]2[C@H](C(=O)C(C)(C)C)N3N=Cc4ccccc4C3C23C(=O)OC(C)(C)OC3=O)cc1 (stereo partly drawn)
    3 | i | i | i | i | i | i | -16 | i | -9 | i
CSc1ccc(CN(C)CC(=O)Nc2c(F)cccc2F)cc1
    -3 | i | i | i | i | i | i | -11 | i | 7 | i
COC(=O)c1cccc(NC(=O)c2ccccc2)c1
    15 | i | i | i | i | i | i | -7 | i | 2 | i
CCc1c(C)nc(N)nc1Cl
    1 | i | i | i | i | i | i | -7 | i | -5 | i
CC(=O)c1cc(CN2CCN(C3CCCCC3)C(CCO)C2)cs1 (stereo not drawn)
    1 | i | i | i | i | i | i | -3 | i | 1 | i
C/C(=N\NC(=S)NCc1ccccc1)c1ccc2ccccc2c1OC(F)F
    67* | i | i | i | i | i | i | -21 | i | -2 | i
COc1ccccc1NC(=O)N1CCCC1C(=O)NCc1ccc(F)cc1 (stereo not drawn)
    2 | i | i | i | i | i | i | -9 | i | -3 | i
Cc1cc(=O)oc(C)c1C(=O)NCCN1CCOCC1
    -1 | i | i | i | i | i | i | -14 | i | 1 | i
CCOC(=O)c1sc2nc(CSc3ccccc3Cl)[nH]c(=O)c2c1C
    14 | i | i | i | i | i | i | -13 | i | 3 | i
O=C(CNC(=O)c1ccco1)N=Nc1c(O)[nH]c2ccc([N+](=O)[O-])cc12
    0 | i | i | i | i | i | i | -3 | i | 9 | i
CCCNC(=O)Cc1c(C)n(C(=O)c2ccc(Cl)cc2)c2ccc(OC)cc12
    0 | i | i | i | i | i | i | -10 | i | -2 | i
O=C(Nc1ccncc1)c1ccc2c(c1)C(=O)N(C1CCCCC1)C2=O
    2 | i | i | i | i | i | i | -3 | i | -6 | i
CCOCc1cc(CN2CCC(CCC(=O)NC3CC3)CC2)ccc1OC
    -3 | i | i | i | i | i | i | 0 | i | 1 | i

Compound activity (PubChem BioAssay)
